# Bioassay records deposited in PubChem BioAssay by The Scripps Research Institute Molecular Screening Center.
# CHRM1 agonist: activates human CHRM1 receptor. P11229. CHO-K1 hM1, Fluo-8 calcium fluorescence, agonist mode; 0% DMSO, 100% acetylcholine EC100. activation, % at 3 µM. hit rate 0.33% among 360,000. AID 588814;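 active = activation above the run's mean compound activation plus 3 SD, cut at about 16% in these data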;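 also: peak over basal fluorescence ratio within a 140 s kinetic read after compound addition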
# Target sequence (P11229 whole entry, looked up): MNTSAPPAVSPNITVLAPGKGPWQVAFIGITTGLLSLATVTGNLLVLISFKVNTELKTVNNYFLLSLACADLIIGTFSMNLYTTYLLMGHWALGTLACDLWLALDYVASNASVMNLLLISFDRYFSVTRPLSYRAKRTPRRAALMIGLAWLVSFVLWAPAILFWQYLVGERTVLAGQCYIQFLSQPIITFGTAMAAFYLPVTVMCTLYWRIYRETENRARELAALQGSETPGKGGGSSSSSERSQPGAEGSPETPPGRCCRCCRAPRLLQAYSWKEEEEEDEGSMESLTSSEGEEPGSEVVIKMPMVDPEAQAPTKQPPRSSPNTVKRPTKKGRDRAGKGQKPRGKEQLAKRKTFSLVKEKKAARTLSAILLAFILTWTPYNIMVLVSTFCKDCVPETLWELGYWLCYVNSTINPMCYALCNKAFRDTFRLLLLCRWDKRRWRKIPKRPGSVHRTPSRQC
# TAAR1 ag: agonists of human TAAR1; AID 624467; hit rate 0.99% among 360,000; activation, % at 3 µM; Q96RJ0; CHO RD-HGA16 TAAR1, Fluo-8 calcium fluorescence; vehicle wells 0%, saturating PEA agonist 100%;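 active = activation above the mean activation of all test compounds in the run plus 3 SD, cut at about 38% in these data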
# Target sequence (Q96RJ0 whole entry, looked up): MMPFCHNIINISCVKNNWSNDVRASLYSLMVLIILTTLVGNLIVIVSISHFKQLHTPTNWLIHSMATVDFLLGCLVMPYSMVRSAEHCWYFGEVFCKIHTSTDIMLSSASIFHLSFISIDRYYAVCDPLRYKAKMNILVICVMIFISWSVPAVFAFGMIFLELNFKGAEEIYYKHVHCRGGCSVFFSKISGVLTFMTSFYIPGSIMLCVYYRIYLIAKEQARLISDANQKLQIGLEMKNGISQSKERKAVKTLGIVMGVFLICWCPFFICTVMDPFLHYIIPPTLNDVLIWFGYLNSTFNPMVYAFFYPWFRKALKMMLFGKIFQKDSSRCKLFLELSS
#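 test system = CHO RD-HGA16 cells carrying human TAAR1 plus Gα16 | schedule = 17-24 h seeding, 75 min 37 °C dye, 30 min RT | compound dosing = 3 µM single concentration | control set = DMSO and PEA EC100 | replicates = n 1 | signal = Fluo-8 fluorescence, 5 s baseline then 140 s kinetic read | measure = percent activation vs PEA EC100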
# CHO-K1 Ca ag: nonselective activator or artifact in parental CHO-K1 cells. Fluo-8 calcium fluorescence; scaled to maximal ATP response, vehicle zero. activation, % at 3 µM. hit rate 0.48% among 360,000. AID 602248; in the data active = activation above about 15%;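 also: untransfected CHO-K1 host cells lacking M1 receptor as counterscreen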
# CHO-K1 Ca antag: nonselective inhibitor or artifact in parental CHO-K1 cells | ATP-induced calcium, Fluo-8 fluorescence | inhibition, % at 3 µM | hit rate 0.6% among 360,000;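 active = inhibition above a per-plate cutoff, the plate's mean sample inhibition plus 3 SD, cut at about 24% in these data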;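 also: 0% = DMSO plus EC80 ATP and 100% = DMSO alone without ATP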
# CHRM1 PAM: positive allosteric modulators of human M1 muscarinic receptor. P11229. CHO-K1 hM1, Fluo-8 calcium fluorescence, ACh EC20; 0% = ACh EC20, 100% = maximal ACh. activation, % at 3 µM. hit rate 0.088% among 360,000. AID 588819; in the data active = activation above about 19%, passing the limit was not always enough
# M1 PAM parental: nonselective activator or artifact in parental CHO-K1 calcium assay. hit rate 0.02% among 360,000. ATP EC20, Fluo-8 calcium fluorescence; 0% at ATP EC20, 100% at ATP max. activation, % at 3 µM;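 active = activation above the run cutoff, the mean activation of all test compounds plus 3 SD, cut at about 40% in these data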;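 also: peak over basal fluorescence ratio in a 140 s read after ATP addition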
# CHRM1 antagonist: antagonists of human M1 muscarinic receptor. AID 588852. CHO-K1 hM1, Fluo-8 calcium fluorescence, ACh EC80 antagonist. hit rate 1.3% among 360,000. inhibition, % at 3 µM;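 active = percent inhibition above its own plate's cutoff, namely the mean of that plate's compound wells plus 3 SD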;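 also: peak over basal fluorescence ratio during 140 s after agonist addition; 0% = ACh EC80 plus DMSO and 100% = DMSO alone without agonist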
# TAAR1 antagonist: human TAAR1 antagonism. Q96RJ0. CHO RD-HGA16 TAAR1, Fluo-8 calcium fluorescence, antagonist. inhibition, % at 3 µM. hit rate 1.5% among 360,000;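 active = inhibition above a per-plate cutoff, the mean inhibition of test compounds on that plate plus 3 SD, cut at about 49% in these data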;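 also: 0% = DMSO plus EC80 beta-PEA response and 100% = DMSO alone without agonist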
#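 Test system: RD-HGA16 CHO cells with stable hTAAR1 and Gα16 / Probe or stimulus: EC80 β-phenethylamine stimulus / Times: seeding 17-24 h prior, 75-min 37 °C, 30-min RT dye loading / Detection: Fluo-8 calcium-sensitive fluorescence / Read-out basis: % inhibition scaled between DMSO and EC80 PEA controls / Repeats: singlicate, one well per test compound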
# CHO parental Ca: counter-screen: ATP calcium response change in parental CHO cells; parental CHO-K1, ATP-induced calcium, Fluo-8 fluorescence; inhibition, % at 5.6 µM; hit rate 0.63% among 330,000;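 active = inhibition above that plate's mean sample inhibition plus 3 SD, cut at about 26% in these data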;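 also: 0% = ATP-challenged DMSO wells and 100% = DMSO wells without ATP; some compounds past the cut are filed as inactive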
#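 Test system: parental CHO cells; detection: calcium-sensitive Fluo-8 fluorescence; evaluation: percent inhibition of calcium signal; also added: ATP as calcium-mobilizing challenge; repeats: one well per compound; control set: ATP-challenged DMSO wells low, unchallenged DMSO wells high; compound: single nominal dose of 5.6 µM per compound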
# The depositor's hits bear a star; / = not tested or not shown.
1: CNc1ccc(NC(C)=O)cc1[N+](=O)[O-]
2: Nn1c(Cc2cccc3ccccc23)nnc1SCc1c(F)cccc1Cl
3: COc1ccccc1/C=C1/SC(=S)N(CCC(=O)Nc2cccnc2)C1=O
4: CCSC1=NC2(CCCCC2)Nc2sc3c(c21)CCCC3
5: CCN(CC)S(=O)(=O)c1cccc(NC(=O)c2cc3ccccc3o2)c1
6: COc1ccc(CCNC(=O)CCc2ccc(OC)cc2)cc1
7: COc1cc(C(=S)N2CCOCC2)ccc1OC(=O)c1cccc(C)c1
8: NNC(=O)CCCNc1ncc(C(F)(F)F)cc1Cl
9: CC1CCc2nc3ccc(S(=O)(=O)N4CCC(C(=O)O)CC4)cc3c(C(=O)O)c2C1 (stereo not drawn)
10: Cc1cccn2c(=O)c3cc(C(=O)NCc4ccco4)c(=N)n(CCOCCO)c3nc12

Screen / compound no.	1	2	3	4	5	6	7	8	9	10
CHRM1 agonist	-1	-4	-2	-3	0	-2	-3	-6	-1	-7
TAAR1 ag	0	2	8	6	8	-2	15	4	3	/
CHO-K1 Ca ag	0.0	-0.2	0.7	-0.1	3.3	0.5	6.5	0.2	-0.1	0.2
CHO-K1 Ca antag	-10	5	-2	2	-1	-13	2	5	6	1
CHRM1 PAM	0	1	-2	5	1	3	-15	8	5	6
M1 PAM parental	-2	-7	-14	11	9	16	-5	-9	3	13
CHRM1 antagonist	-8	-6	7	0	-4	1	20	-5	-5	-6
TAAR1 antagonist	0	-18	14	2	30	-20	44	6	-7	/
CHO parental Ca	-1	-7	-18	-2	-19	-11	-10	8	5	6

11: CCCN(C(=O)CCNC(=O)Cn1cnc2ccccc2c1=O)c1cccc(Cl)c1
12: S=C1NCN(Cc2ccco2)CN1c1cccc2ccccc12
13: CC(C)(C)NC(=O)C(=O)NCCC1=CCCCC1
14: CC(CC(F)(F)F)N1CCC(n2nccc2NC(=O)CCOc2ccccc2)CC1 (stereo not drawn)
15: Cc1ccc(NS(=O)(=O)c2ccccc2[N+](=O)[O-])cc1C
16: N#Cc1ccc(CN2CCN(C(=O)c3cn(Cc4ccccc4)nc3-c3cccnc3)CC2)cc1
17: COc1cccc(COC(=O)c2ccc3c(=O)n4c(nc3c2)CCC4)c1OC
18: N#CCCN(Cc1cccs1)C(=O)Nc1ccc(F)cc1
19: NC(=O)c1ccc(NCCc2ccco2)cc1
20: Cc1occc1-c1nnc(SCC(=O)N2CCN(c3ccc(F)cc3)CC2)n1C

Screen / compound no.	11	12	13	14	15	16	17	18	19	20
CHRM1 agonist	-1	-1	-8	-3	-12	-3	5	-3	1	-3
TAAR1 ag	/	4	7	2	0	5	3	1	10	1
CHO-K1 Ca ag	-0.1	1.3	0.2	0.6	0.4	1.4	1.9	0.4	-0.6	1.0
CHO-K1 Ca antag	5	-13	-7	-4	-12	-2	-4	-8	-13	-12
CHRM1 PAM	9	5	0	7	1	4	1	-6	5	-2
M1 PAM parental	1	13	12	-22	3	-10	4	-4	10	23
CHRM1 antagonist	-3	-13	3	-7	-3	3	-12	3	-24	8
TAAR1 antagonist	/	-30	9	-7	-7	-19	-7	-31	-40	7
CHO parental Ca	-14	-25	-5	-16	-4	-10	-27	3	/	-8

21: CCN1CCN(CCNC(=O)c2ccc3c(c2)NC(=O)/C(=C\c2ccc(OC)c(OC)c2)S3)CC1
22: COc1cc(C)ccc1OCc1cc(C(=O)NCCN2CCCC(O)C2)no1 (stereo not drawn)
23: O=C1NC[C@H](c2ccccc2)N(CCCCC2CCCCC2)C1=O
24: Cc1cc(SCc2cccc(Cl)c2)nc(=O)[nH]1
25: COc1ccc(Cc2nnc(NC(=O)Nc3cccc(OC)c3)s2)cc1
26: Cc1ccc(NC(=O)CSc2nnc(Cc3csc(C)n3)o2)c(C)c1
27: COc1ccc(C(=O)NCCCN2CCOCC2)cc1Br
28: CCOc1ncccc1C(=O)OCC(=O)NC(=O)c1ccccc1
29: CCOC(=O)c1cc(CC)sc1NC(=O)COC(=O)c1ccccn1
30: Cc1cc(C)n2cc(COc3ccccc3)nc2n1

Screen / compound no.	21	22	23	24	25	26	27	28	29	30
CHRM1 agonist	-5	-4	/	-2	-1	-1	-2	-3	-1	-5
TAAR1 ag	4	2	-2	7	5	0	1	1	7	0
CHO-K1 Ca ag	9.7	1.2	-0.1	1.5	1.9	1.4	-0.1	1.4	-0.2	-0.6
CHO-K1 Ca antag	-5	-15	-13	-8	-12	-3	8	-18	0	0
CHRM1 PAM	1	1	/	14	16	12	10	0	7	2
M1 PAM parental	-1	-11	1	-3	10	12	-7	12	5	5
CHRM1 antagonist	0	1	/	-8	-19	-13	2	2	-26	-1
TAAR1 antagonist	-13	-22	-24	-24	-10	7	-26	1	-11	1
CHO parental Ca	-9	-13	/	-11	-15	2	-12	2	-4	-5

# A draw from above in order of heavy-atom count, high to low.
26: Cc1ccc(NC(=O)CSc2nnc(Cc3csc(C)n3)o2)c(C)c1
28: CCOc1ncccc1C(=O)OCC(=O)NC(=O)c1ccccc1
24: Cc1cc(SCc2cccc(Cl)c2)nc(=O)[nH]1

Screen / compound no.	26	28	24
CHRM1 agonist	-1	-3	-2
TAAR1 ag	0	1	7
CHO-K1 Ca ag	1.4	1.4	1.5
CHO-K1 Ca antag	-3	-18	-8
CHRM1 PAM	12	0	14
M1 PAM parental	12	12	-3
CHRM1 antagonist	-13	2	-8
TAAR1 antagonist	7	1	-24
CHO parental Ca	2	2	-11

# Next part.
31: Cc1ccc(C)c2[nH]c(=O)c(CCNC(=O)C(C)(C)C)cc12
32: O=C(CN1CCCc2ccccc21)Nc1ccc(F)cc1[N+](=O)[O-]
33: COc1cc(-c2nc3ccccn3c2/N=C/c2cccc(F)c2)ccc1O
34: COCCN1CCN(C(=O)c2cc(COc3cc(C)ccc3C)on2)CC1
35: COc1ccc(OC(=O)C(C)N2C(=O)c3ccccc3C2=O)cc1 (stereo not drawn)
36: Cc1nn(Cc2ccc(F)cc2)c(C)c1NC(=O)CCCn1nc([N+](=O)[O-])cc1C
37: CCOc1ccccc1NC(=O)C1=C(C)NC(=S)NC1c1cccs1 (stereo not drawn)
38: COc1ccc(NC(=O)CN(c2ccccc2F)S(=O)(=O)c2ccc(C)cc2)cc1
39: COC(=O)CSc1nc(C)c(C)c(C)c1C(N)=O
40: CC1=C(C(=O)Nc2ccccc2)C(c2ccc3c(c2)OCO3)C2=C(CCCC2=O)N1 (stereo not drawn)

Screen / compound no.	31	32	33	34	35	36	37	38	39	40
CHRM1 agonist	-1	-2	-5	-1	-2	-5	-3	-2	-8	-5
TAAR1 ag	1	-1	1	/	0	5	4	0	3	8
CHO-K1 Ca ag	0.4	0.5	0.0	4.5	2.4	0.4	0.5	0.6	0.1	0.8
CHO-K1 Ca antag	0	-16	6	-6	-12	7	9	19	-1	4
CHRM1 PAM	8	5	11	-1	3	4	-1	3	10	1
M1 PAM parental	-3	15	19	14	15	-6	-2	-3	11	17
CHRM1 antagonist	-12	5	-8	-4	-8	-4	-6	1	-5	1
TAAR1 antagonist	-18	-8	-1	/	-17	-30	-10	-28	10	15
CHO parental Ca	1	-16	-2	-1	-1	-8	-7	-1	-5	1

# Full records, looked up by structure.
# O=C(CN1CCCc2ccccc21)Nc1ccc(F)cc1[N+](=O)[O-] is entered as CHRM1 agonist = -2; TAAR1 ag = -1; CHO-K1 Ca ag = 0.5; CHO-K1 Ca antag = -16; CHRM1 PAM = 5; M1 PAM parental = 15; CHRM1 antagonist = 5; TAAR1 antagonist = -8; CHO parental Ca = -16
# CCOC(=O)c1cc(CC)sc1NC(=O)COC(=O)c1ccccn1 is entered as CHRM1 agonist = -1; TAAR1 ag = 7; CHO-K1 Ca ag = -0.2; CHO-K1 Ca antag = 0; CHRM1 PAM = 7; M1 PAM parental = 5; CHRM1 antagonist = -26; TAAR1 antagonist = -11; CHO parental Ca = -4

# (cont.)
41: Cn1nnnc1SCC(=O)Nc1ccccn1
42: O=C(Nn1cnnc1)c1ccncc1
43: Cc1sc2ncnc(SCC(=O)Nc3ccc(CN4CCCC4)cc3)c2c1C
44: COC(=O)c1sc2nc(SCc3cccc(F)c3)n(N)c(=O)c2c1C
45: CCOC(=O)c1ccc(NC(=S)N2CCC(C(N)=O)(N3CCCCC3)CC2)cc1
46: O=C1CCCc2c1cc(C(=O)Nc1ccc(Br)cn1)c(=O)n2-c1ccccc1
47: COCCN1C(=O)c2[nH]nc(-c3ccccc3O)c2C1c1ccc(OC)cc1 (stereo not drawn)
48: COc1ccc(CC(=O)Nc2ccc(S(=O)(=O)Nc3ncccn3)cc2)cc1
49: CSc1ccc(Cn2c(C)c(C(=O)NCc3ccc(F)cc3)sc2=O)cc1

Screen / compound no.	41	42	43	44	45	46	47	48	49
CHRM1 agonist	-2	-4	-6	-3	-3	-6	-1	-5	-5
TAAR1 ag	4	4	5	0	2	11	5	5	1
CHO-K1 Ca ag	0.5	0.8	1.4	0.5	1.9	0.9	0.7	0.0	0.9
CHO-K1 Ca antag	-8	-11	-22	-7	-7	-9	-14	0	6
CHRM1 PAM	4	9	-6	-2	2	-4	7	-5	-10
M1 PAM parental	5	20	16	6	-2	17	7	7	-4
CHRM1 antagonist	-7	-15	-6	4	1	8	-15	2	9
TAAR1 antagonist	-5	-9	-1	-9	-8	106*	-7	-2	46
CHO parental Ca	0	-2	-4	-8	-6	-16	-20	0	/
